Screening results: PubChem BioAssay, National Center for Advancing Translational Sciences (NCATS)
Mito fusion act – blocks mitochondrial division or promotes mitochondrial fusion. S. cerevisiae fusion-defective mutant growth rescue, CellTiterGlo 48 h. Potency, µM (titrated, usually from 46.1 µM), for the others: at the highest dose growth rescue (activation), usual class: activators. actives 0.23% (n = 320,000);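 further: potency means the concentration at half of the fitted maximal effect; % of control where 0% means no effect; nearly all actives have a fitted effect of over 45% in size; temperature-sensitive fusion mutants such as fzo1-1 at 37 °C on non-fermentable ethanol glycerol medium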
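Luminescent cell viability in 1536-well qHTS format served as the measure of rescued growth in ts fusion-mutant S. cerevisiae cultured on non-fermentable YPEG for 48 hours at 37C.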
ELG1 repair inh – ELG1-dependent DNA repair inhibition; HEK293T ELG1-luciferase reporter, luminescence, 16 h; DNA damage induced by 5-fluorouridine; Potency, µM (titrated, usually from 46.1 µM), for the others: top-dose activity change, negative = inhibition, hits mostly inhibitors; actives 2.3% (n = 330,000); AID 504467; further: potency means the concentration at half of the fitted maximal effect; on the % scale 0 is the no-effect control and ±100 the full control effect; nearly all actives have a fitted effect of over 55% in size
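Overnight (16 hr) co-exposure of 2,000 cells/well to 5-fluorouridine and compound at 37 °C preceded detection. Luciferase was quantified via ONE-Glo luminescence; loss of signal denotes inhibition.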
USP2a inh – blocks human ubiquitin-specific protease USP2a; Potency, µM (highest dose often 38.3 µM), inactives show at the top dose activity change, negative = inhibition, usual class: inhibitors; actives 0.01% (n = 330,000); USP2 core, Ub-CHOP2 coupled fluorogenic reporter, 485/531; O75604;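 further: potency means the concentration at half of the fitted maximal effect; plate controls were DMSO wells for no effect and full inhibition by NEM control for full effect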
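Deubiquitinase activity read as fluorescence (485/531 nm) after Ub-CHOP2 cleavage activates the enterokinase reporter on its substrate; USP2 core 10nM, Ub-CHOP2 and substrate 25nM each, 30min compound preincubation then 60min RT; data normalized to NEM, curves fitted.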
Eya2 phos inh – Eya2 (human) phosphatase inhibition. O00167. recombinant Eya2, OMFP fluorescence dephosphorylation (OMFP is methylfluorescein phosphate). Potency, µM (doses to about 76.9 µM), inactives show at the highest dose activity, negative = inhibition, most hits filed as inhibitors. actives 0.006% (n = 330,000). AID 488837; further: potency means the concentration at half of the fitted maximal effect; on the % scale 0 is the no-effect control and ±100 the full control effect
Target sequence (O00167 whole entry, looked up): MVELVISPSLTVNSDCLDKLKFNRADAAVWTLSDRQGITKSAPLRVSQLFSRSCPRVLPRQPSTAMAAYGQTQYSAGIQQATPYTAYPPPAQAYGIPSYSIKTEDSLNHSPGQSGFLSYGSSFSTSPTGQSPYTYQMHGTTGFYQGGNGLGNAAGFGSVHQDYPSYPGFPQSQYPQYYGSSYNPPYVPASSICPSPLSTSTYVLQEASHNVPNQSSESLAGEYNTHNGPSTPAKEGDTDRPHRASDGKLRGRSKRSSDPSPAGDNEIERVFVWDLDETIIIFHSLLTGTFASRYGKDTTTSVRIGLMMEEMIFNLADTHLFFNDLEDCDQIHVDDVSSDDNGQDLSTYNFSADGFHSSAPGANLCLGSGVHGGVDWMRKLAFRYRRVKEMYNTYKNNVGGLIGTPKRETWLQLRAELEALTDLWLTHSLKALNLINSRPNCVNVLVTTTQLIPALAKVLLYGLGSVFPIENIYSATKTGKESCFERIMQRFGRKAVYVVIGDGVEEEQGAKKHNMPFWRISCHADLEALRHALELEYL
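Eya2 protein (added as 0.2 uM solution) was preincubated with compound for 10 min at ambient temperature in 50 mM HEPES pH 7.5, 50 mM NaCl, 5 uM MgCl2, 0.05% BSA, 1 mM DTT. OMFP (added at 50 uM) then reacted 10 min; fluorescence read at 485/525 nm.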
TSHR antag – human thyrotropin receptor antagonism; activity change, negative = inhibition, % at 11.5 µM; P16473; AID 504810; TSHR-expressing cells, TSH-stimulated cAMP HTRF, 2 h; active compounds read low; actives 0.2% (n = 330,000);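 active means activity change below a set negative limit, meaning inhibition stronger than a set level, cut at about -70% in these data; inconclusive means activity change between two set negative limits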; further: on the % scale 0 is the no-effect control and ±100 the full control effect
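Cell-based HTRF cAMP assay; TSHR cells + compound, TSH EC80 (4nM final), 2 h, 37 deg C. Lysis with anti-cAMP cryptate and cAMP-d2, 30 min RT, read 665/620 nm.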
Tb PFK block – blocks T. brucei phosphofructokinase; actives 0.17% (n = 330,000); Potency, µM (doses to about 57.5 µM), for inactives: at the top dose activity, negative = inhibition, actives largely listed as inhibitors; O15648; T. brucei PFK, ADP-Glo luminescence;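 further: potency means the concentration at half of the fitted maximal effect; 0% = uninhibited 1x PFK enzyme wells and -100% = no-enzyme wells; nearly all actives have a fitted effect of over 60% in size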
Target sequence (O15648 whole entry, looked up): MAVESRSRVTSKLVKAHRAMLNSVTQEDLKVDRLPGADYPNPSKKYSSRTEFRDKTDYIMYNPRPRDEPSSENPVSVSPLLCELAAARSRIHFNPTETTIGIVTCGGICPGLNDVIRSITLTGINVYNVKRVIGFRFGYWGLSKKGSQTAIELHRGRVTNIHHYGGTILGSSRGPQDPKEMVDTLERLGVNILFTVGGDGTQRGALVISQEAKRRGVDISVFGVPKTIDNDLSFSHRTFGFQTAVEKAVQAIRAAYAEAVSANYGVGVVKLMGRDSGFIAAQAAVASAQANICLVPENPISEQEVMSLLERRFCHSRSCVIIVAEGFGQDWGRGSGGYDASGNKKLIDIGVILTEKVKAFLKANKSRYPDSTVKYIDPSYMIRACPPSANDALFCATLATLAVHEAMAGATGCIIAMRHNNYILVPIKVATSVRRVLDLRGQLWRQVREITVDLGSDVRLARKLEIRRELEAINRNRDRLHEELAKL
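1.25 nM PFK with 0.5 mM F6P and 0.1 mM ATP in 0.1 M TEA pH 8.0, 5 mM MgCl2, incubated 45 min at room temperature; ADP measured by ADP-Glo luminescence; compounds titrated up to 57 uM.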
Chronic BCR inh – blocks chronic active B-cell receptor signaling; Potency, µM (titrated, usually from 46.1 µM), inactives show at the top dose ratio change, negative = lower green/red ratio, hits mostly inhibitors; AID 493014; ABC-DLBCL IkBa-CBG/CBR reporter, luminescence ratio, 4 h; actives 0.05% (n = 340,000); active means well fitted inhibition curve with a large enough effect in the signal ratio, with a control signal flat, not every such curve was filed as active; inconclusive means small, poorly fitted or top-dose-only effect, or effect the other way, or a change in a side signal; the % refers to the signal ratio;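 further: potency means the concentration at half of the fitted maximal effect; plate controls were basal doxycycline-induced cells for no effect and cells given 10 µM MG132 for full effect; MG132 reads +100%, hits lower the ratio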
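TMD8 ABC-DLBCL cells carrying doxycycline-inducible green luciferase fused to IkappaBalpha plus unfused red luciferase were exposed to compounds (up to 46 uM) for 4 hrs at 37C. Activity came from the overlap-corrected green/red luminescence ratio.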
uPA surface inh – inhibitors of cell surface uPA generation; cell surface uPA generation assay, qHTS; Potency, µM (highest dose often 38.3 µM), without a hit: at the highest dose activity change, negative = inhibition, hits mostly inhibitors; actives 0.31% (n = 330,000); AID 540303; active means well fitted inhibition curve with a large enough effect; inconclusive means small, poorly fitted or top-dose-only effect; inactive means no such curve, though single readings can be large or run the other way; tested in mouse RAW 264.7 cells; further: potency means the concentration at half of the fitted maximal effect; on the % scale 0 is the no-effect control and ±100 the full control effect; nearly all actives have a fitted effect of over 55% in size
B2AR arrestin – beta2AR (human) beta-arrestin recruitment activity; beta-arrestin recruitment to beta2AR, cell-based reporter; Potency, µM (titrated, usually from 46.1 µM), inactives show at the top dose activation, hits mostly activators; actives 0.02% (n = 330,000);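 further: potency means the concentration at half of the fitted maximal effect; 0% = DMSO controls and full agonism = EC100 isoproterenol or metaproterenol; nearly all actives have a fitted effect of over 65% in size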
TCR act – T cell receptor activation | primary human leukocytes, anti-CD3, IL-2 HTRF, 48 h | Potency, µM (titrated, usually from 9.22 µM), for the others: at the highest dose activation of IL-2 secretion, actives largely listed as activators | 330,000 tested, under 10 active | AID 504894; further: % of control where 0% means no effect
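Compounds are tested in HTS on primary human leukocytes co-incubated with a-CD3 beads for 48 hr. IL-2 output is measured by time-resolved FRET.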
TSG101-PTAP inh – blocks PTAP/TSG101 interaction to inhibit HIV-1 budding | Q99816 | Fluorescence polarization, FITC-PTAP peptide / Tsg101 binding | Potency, µM (highest dose often 115 µM), for the others: at the top dose activity change, negative = inhibition, most hits filed as inhibitors | 340,000 tested, under 10 active | AID 493005; active means well fitted inhibition curve with a large enough effect in the main read-out, with a control signal flat, not every such curve was filed as active; inconclusive means small, poorly fitted or top-dose-only effect, or effect the other way, or a change in a side signal; inactive means no such curve, though single readings can be large or run the other way; further: potency means the concentration at half of the fitted maximal effect; % of control where 0% means no effect
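Fluorescence polarization binding of Tsg101 binding domain (10 uM final) to FITC-labeled PTAP peptide (50 nM final) in HEPES pH 7.5 buffer with NaCl, Tween 20, EDTA, TCEP. Compounds added before peptide; binding 20 min at RT.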
* marks the source's active call; other numbers are inactive results; u = inconclusive; x = no result given; [ ] = dose if it differs, or a comment. Unless noted, the call rests on the fitted dose curve; in most records, active means well fitted curve in the direction sought with a large enough effect; inconclusive means small, poorly fitted or top-dose-only effect, or another doubt; inactive means no such curve, though single readings can be large; an effect the other way counts as inactive or inconclusive. No enrichment for hits; 3% or so of the library scored in one or more.

SMILES	Mito fusion act	ELG1 repair inh	USP2a inh	Eya2 phos inh	TSHR antag	Tb PFK block	Chronic BCR inh	uPA surface inh	B2AR arrestin	TCR act	TSG101-PTAP inh
CCCc1[nH]nc2c1C(c1ccc(O)c(OC)c1)C(C#N)=C(N)O2 (configuration not stated)	-6%	10%	2%	16%	10	-5%	-6%	-20%	-1.1%	-1%	-1%
COC(=O)CCC(NS(=O)(=O)OCC(Cl)(Cl)Cl)c1ccccc1 (configuration not stated)	4%	-12%	0%	-11%	13	2%	11%	-12%	-0.8%	-2%	-1%
COC(=O)c1ccccc1OCCOCCOc1cccc2cccnc12	0%	3%	-1%	-9%	6	3%	u	0%	-1.0%	-4%[46.1 µM]	-5%
Cc1ccc(S(=O)(=O)c2c(C)nn(-c3ccccc3)c2OC(=O)c2ccc(Br)o2)cc1	-9%	-1%	0%	6%	14	2%	5%	7%	-0.5%	0%[46.1 µM]	-2%
O=C(CNc1ccc(F)cc1)N/N=C/C1CC=CCC1 (configuration not stated)	3%	u	12%	8%	-2	-22%	u	3%	-0.3%	-6%	-1%
CCn1cc(C(=O)O)c(=O)c2cc(F)c(N3CCN(C(=S)Nc4ccccc4OC)CC3)cc21	0%	-7%	0%	3%	-13	0%	u	0%	-0.1%	-1%	1%
N#CC(C(=O)NC1CCCCC1)c1nc2ccccc2nc1N1CCOCC1 (configuration not stated)	-6%	4%	0%	11%	-2	6%	2%	x	0.2%	x	x
COc1ccccc1C(=O)N/C(=C\c1ccccc1)C(=O)NCc1ccco1	4%	-6%	-1%	8%	20	2%	0%	0%	-0.3%	5%	-13%
CC1CCCC(C)N1C(=O)CSc1nnc(COc2ccc(F)cc2)o1 (configuration not stated)	23%	10%	0%	-6%	-3	-2%	1%	-2%	0.2%	2%	-2%
Cc1ccccc1OCc1nc(-c2cccnc2)no1	0%	2%	3%	1%	-7	1%	u	1%	0.4%	4%	-1%
COc1ccc(C(=O)Cn2nnc(-c3ccccc3-n3cnnn3)n2)cc1	3%	-14%	-1%	4%	-12	-2%	0%	-1%	-0.1%	-1%	-10%
CC1CCCCC1NC(=O)CN1C(=O)c2ccccc2S1(=O)=O (configuration not stated)	-1%	16%	0%	-7%	-1	4%	u	12%	-0.7%	-7%	-5%
O=C(N/C=N/O)C1=NOC(CNc2ncc(C(F)(F)F)cc2Cl)C1 (configuration not stated)	2%	u	1%	2%	8	-4%	-20%	-6%	-0.1%	-3%	-9%
CCc1ccc(OC)c(S(=O)(=O)Nc2ccc(Cc3ccncc3)cc2)c1	22%	-28%	-2%	-2%	-17	-4%	u	-5%	-0.3%	-3%	2%
C/C(=N\Nc1nc(-c2ccc(C)cc2)nc2ccccc12)c1ccc([N+](=O)[O-])cc1	0%	5%	0%	-9%	-13	-1%	2%	x	-0.2%	x	x
O=C(NCC(c1ccco1)N1CCCC1)c1ccccc1F (configuration not stated)	-1%	u	2%	11%	17	-5%	-2%	1%	0.0%	8%	1%
COC(Cn1c2c(c3cc(C)ccc31)CCCC2NCc1ccccc1)OC (configuration not stated)	-1%	u	0%	-3%	-10	1%	11%	11%	-0.4%	-16%	2%
COc1ccc(Cl)cc1-c1nc(N)nc(N(C)C)n1	-6%	0%	2%	-1%	-6	1%	3%	-3%	-1.5%	-1%[46.1 µM]	-1%
Cc1oc2c(c(=O)c1C)C(=O)CC(c1ccccc1)C2 (configuration not stated)	-1%	-1%	-4%	9%	1	-8%	-5%	-5%	-0.6%	-19%	-9%
O=C(CCS(=O)(=O)c1ccc(Br)cc1)Nc1ccccn1	1%	8%	-2%	1%	-7	-10%	-1%	0%	-1.3%	-4%[46.1 µM]	-1%
CC(=O)c1cccc(NC(=O)NNC(=O)CCC(=O)Nc2ccc(C)c(C)c2)c1	22%	1%	3%	-14%	21	-1%	1%	4%	-1.5%	0%	2%
Cn1nnnc1Sc1ncnc2scc(-c3cc4ccccc4o3)c12	20%	21µM*	3%	-1%	-28	-8%	u	u	0.0%	15%	-1%
CC(=O)NCCC(=O)N(C)CC1CCN(CCc2cccc(C(F)(F)F)c2)CC1	2%	7%	-1%	8%	37	1%	-1%	-2%	-0.9%	3%	-2%
CC1O[C@H](OC2C(COC3OC(CO)C(O)[C@H](O)C3O)OC(OC3CC[C@]4(C)C(CC[C@@]5(C)[C@@H]4C=C[C@]46OC[C@@]7(CCC(C)(C)C[C@H]74)C(O)C[C@@]56C)C3(C)C)C(O)C2O)C(O)C(O)C1O (some centres not stated)	x	u	10%	-12%	2	-8%	u	6%	0.1%	5%	-1%
O=C(Nc1ccccc1C(=O)N1CCCCC1)NC1CCCCC1	-7%	-1%	1%	3%	3	-8%	5%	-2%	-1.0%	3%	-1%

Later entries
SMILES	Mito fusion act	ELG1 repair inh	USP2a inh	Eya2 phos inh	TSHR antag	Tb PFK block	Chronic BCR inh	uPA surface inh	B2AR arrestin	TCR act	TSG101-PTAP inh
Fc1ccc(NC(=S)NC2CC3CCCC(C2)N3Cc2cccs2)cc1 (configuration not stated)	-9%	-6%	-1%	-9%	-7	0%	-5%	-3%	3.0%	-5%	0%
COc1ccc(C)c(NC(=O)C2CC(=O)NC3=C2C(=O)CCC3)c1 (configuration not stated)	0%	5%	0%	5%	-1	-3%	-3%	3%	0.3%	3%	-1%
O=C(OCCN1CCCCC1)c1ccccc1Cl	-3%	-2%	3%	2%	7	-1%	0%	2%	-0.3%	-3%	-2%
CCc1ccccc1N(CC(=O)Nc1cccc(N(C)S(C)(=O)=O)c1)S(C)(=O)=O	5%	u	2%	7%	25	u	-13%	11%	0.0%	-3%	-4%
COc1ccc(C(=O)CSc2n[nH]c(=O)[nH]c2=O)cc1	12%	-8%	2%	25%	-12	2%	3%	10%	-0.8%	0%	-1%
Cc1c(N2C(=O)c3ccc4c5c(ccc(c35)C2=O)CC4)c(=O)n(-c2ccccc2)n1C	-5%	9%	0%	-15%	7	u	3%	6%	-0.1%	13%	-2%
Cc1ccc(S(=O)(=O)NN2C(=O)c3ccccc3NC2c2ccccn2)cc1 (configuration not stated)	-2%	2%	4%	-4%	-5	3%	-1%	0%	-1.5%	3%	-4%
Cc1ccc(-c2cc3c(n2-c2ccc(C(=O)O)cc2)CCCC3=O)cc1	-5%	u	1%	0%	1	0%	-9%	-4%	0.3%	-4%[46.1 µM]	-1%
Cn1c(-c2ccccc2)cc2onc(-c3ccccc3)c2c1=O	11%	u	0%	-6%	-31	0%	u	u	-0.1%	-5%	-2%
O=S(=O)(NCC1CCCO1)c1cnc(Cl)c(Cl)c1 (configuration not stated)	-4%	u	-2%	7%	-1	-1%	u	-11%	0.4%	-2%[46.1 µM]	-1%
O=C(CSc1ccc(-c2nc3ccccc3[nH]2)cn1)N1CCN(C(=O)c2ccco2)CC1	-4%	16µM*	1%	-7%	-16	1%	u	x	-0.5%	x	-5%
COC(=O)c1cc(C(=O)OC)cc(N2C(=O)CC(N3CCN(c4ccccc4)CC3)C2=O)c1 (configuration not stated)	-12%	-17%	0%	-8%	-3	-7%	4%	1%	-0.1%	3%	0%
O=C(NCCCn1ccnc1)c1ccccc1F	4%	8%	-1%	6%	3	0%	-2%	2%	0.5%	x	1%
CCCCCOC(=O)NCCOC(=O)Nc1ccc(C(=O)OCC)cc1	1%	u	-10%	-8%	-13	1%	0%	-2%	0.2%	4%	0%
CC(=O)Nc1nc(C2CC2)cc(-c2ccccc2)c1C#N	-3%	5%	-1%	0%	10	3%	8%	-6%	-1.1%	2%	-2%
CCn1ccc(C(=O)Nc2ccccc2Cl)n1	6%	u	-2%	7%	11	0%	0%	-15%	0.7%	0%	0%
Cc1cc(=O)oc2cc(OCCSCCN3CCCC3)ccc12	-1%	7%	2%	-5%	1	-4%	-7%	-3%	-0.6%	6%	-3%
